Screens as filed in PubChem BioAssay.
NRP1-CendR mod – alters CendR peptide binding to human NRP-1; O14786; FAM-RPARPAR peptide binding to NRP-1, fluorescence polarization; inhibition, % at 25 µM; 360,000 compounds, 0.85% hits; AID 602438;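 active = inhibition or corrected inhibition above about 18%, plus a signal ratio from 0.5 to 1.5, limit read from the data, passing the limit was not always enough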; also: strong numbers were not always called active
Neddyl block – inhibitors of human cullin neddylation; P61081+Q13564; TR-FRET cullin neddylation, biochemical; calls only at 25 µM; 360,000 compounds, 0.58% hits; in the data active = inhibition above about 36%
SKN-1 inh – blocks SKN-1 activity in C. elegans | C. elegans VP596 Pgst-4::GFP/RFP ratio, acrylamide-induced, 24 h | inhibition, % at 21.8 µM | 360,000 compounds, 0.49% hits;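 active = interference check ratio from 0.5 to 1.5 plus GFP to RFP signal ratio inhibition reaching or exceeding a fixed threshold, cut at about 30% in these data, passing the limit was not always enough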; also: some compounds called inactive have numbers as strong as hits
FAS-TE inh – FAS thioesterase (human) inhibition; 360,000 compounds, 0.67% hits; recombinant FAS-TE, OMFH fluorogenic substrate, fluorescence endpoint; inhibition, % at 15 µM;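 active = compounds whose normalised, plate-corrected inhibition of enzyme fluorescence in the single-dose primary screen is 50% or more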;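 also: 0% = DMSO with enzyme and 100% = substrate without enzyme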
MsrA act – bovine methionine sulfoxide reductase A activation. purified bovine MsrA, absorbance read-out. activation, % at 10.6 µM. 360,000 compounds, 0.3% hits. AID 602163; in the data active = activation above about 7.5%;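 also: 0% = vehicle and 100% = reference activator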
Rin1-Abl PPI inh – blocks binding of human Rin1 to Abl; P00519+Q13671; TR-FRET Rin1/Abl binding, biochemical; inhibition, % at 7.35 µM; 360,000 compounds, 0.4% hits; AID 588664; in the data active = inhibition above about 5%, passing the limit was not always enough
PABP1 MLLE inh – inhibitors of microRNA-mediated deadenylation, human PABP1 MLLE binding; P11940; GST-MLLE / FITC-PAM2 fluorescence polarization; inhibition, % at 20 µM; 360,000 compounds, 0.36% hits; AID 588489; in the data active = inhibition above about 35%, passing the limit was not always enough;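 also: plate controls were DMSO wells with GST-MLLE for no effect and wells lacking GST-MLLE protein for full effect; some results filed as inactive read as strong as hits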
Target sequence (P11940 whole entry, looked up): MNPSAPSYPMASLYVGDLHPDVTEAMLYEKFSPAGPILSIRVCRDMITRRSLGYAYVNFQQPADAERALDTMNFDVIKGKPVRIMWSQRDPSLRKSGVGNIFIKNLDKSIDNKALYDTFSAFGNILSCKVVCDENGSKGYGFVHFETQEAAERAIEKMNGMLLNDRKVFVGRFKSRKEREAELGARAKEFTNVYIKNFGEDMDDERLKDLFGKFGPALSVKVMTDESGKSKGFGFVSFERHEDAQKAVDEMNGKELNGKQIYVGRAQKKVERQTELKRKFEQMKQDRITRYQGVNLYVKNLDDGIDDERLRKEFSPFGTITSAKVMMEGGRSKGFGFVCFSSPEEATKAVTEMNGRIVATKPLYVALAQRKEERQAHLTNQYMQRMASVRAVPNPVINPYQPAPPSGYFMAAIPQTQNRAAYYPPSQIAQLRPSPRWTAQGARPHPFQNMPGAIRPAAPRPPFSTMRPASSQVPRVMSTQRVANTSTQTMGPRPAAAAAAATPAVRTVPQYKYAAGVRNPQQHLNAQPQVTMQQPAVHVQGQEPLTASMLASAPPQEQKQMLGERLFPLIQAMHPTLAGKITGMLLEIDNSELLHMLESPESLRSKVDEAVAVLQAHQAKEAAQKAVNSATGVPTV
eLon inh – inhibitors of E. coli Lon protease. P0A9M0. purified E. coli Lon protease, fluorescence polarization. inhibition, % at 7.94 µM. 360,000 compounds, 0.42% hits; in the data active = inhibition above about 13%, passing the limit was not always enough;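 also: 0% = enzyme with probe and DMSO and 100% = no enzyme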
MT1-MMP act inh – inhibitors of human MT1-MMP activation; 360,000 compounds, 0.061% hits; HT1080 RFP-PRO-GFP cells, GFP/RFP ratio fluorescence, overnight; percent of plate control window, DMSO zero; GFP/RFP ratio change, % at 20 µM;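 active = GFP/RFP ratio change of at least 30% with cell ATP level not reduced by more than half and red fluorescence within 50% of control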; also: strong numbers were not always called active
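Read-out: GFP/RFP fluorescence ratio; Test system: RFP-PRO-GFP reporter HT1080 cells; Compound dosing: single-point 20 µM compound, 1% DMSO; Times: overnight compound exposure at 37 °C.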
An asterisk follows results filed as active; i = inactive; . = no result given; & = joins results of further samples.

compound	NRP1-CendR mod	Neddyl block	SKN-1 inh	FAS-TE inh	MsrA act	Rin1-Abl PPI inh	PABP1 MLLE inh	eLon inh	MT1-MMP act inh
O=C(N/N=C/c1cccs1)/C(=C/c1ccccc1)NC(=O)c1ccccc1	-8	i	7	-8	-6	-1	3	10	-2
COc1ccc(-n2nc(C(=O)NCC(=O)NCc3ccc(F)cc3)c3ccccc3c2=O)c(OC)c1	0	i	-40	0	1	0	9	2	8
O=C(CNC(=O)c1ccc(OC(F)F)cc1)NCc1ccccn1	6	i	7	-1	-3	3	10	-11	1
Cc1cc(C)[n+]2n1C(=O)C(c1ccccc1)=C2[O-]	-5&-6	i	7&-7	2&-5	-3&0	-4&-6	-12&-4	-4&0	-3&-7
CCCCOCP(=O)(CC)COCCCC	-6	i	5	-10	-5	0	6	-11	1
CCC1(c2ccccc2)NC(=O)N(CC(=O)NNC(=O)c2ccc(F)cc2)C1=O (centres undefined)	0	i	17	-5	-4	0	-105	2	4
CC(C)Nc1nc(NC(C)C)nc(SCCOC(=O)Nc2ccc(Cl)cc2Cl)n1	-10	i	12	23	-2	-3	6	-7	-14
O=C(COC(=O)CCC(=O)c1cccs1)NC(=O)c1ccc(OC(F)F)cc1	-5	i	-5	1	-2	-2	0	-5	-5
Cc1c(C(=O)NC2CCCc3ccccc32)oc2ccc(S(=O)(=O)N3CCCCC3)cc12 (centres undefined)	-5	i	-5	-1	-2	-3	2	7	-1
CN1C(CCl)Nc2cc(Cl)c(S(N)(=O)=O)cc2S1(=O)=O (centres undefined)	4	i	-7	-10	-5	0	5	-11	2
CC(CC(=O)Nc1ccc2c(c1)OCCO2)c1ccccc1 (centres undefined)	16	i	-10	-5	-9	0	-2	2	-3
CC(C)N1C(=O)C(=O)N(CC(=O)N2c3ccccc3CC2C)C1=O (centres undefined)	0	i	15	-2	1	-4	-19	-5	-2
O=C1NC[C@H](CCCCN2C[C@H](Cc3ccc(O)cc3)N(CC3CCCCC3)C(=O)C2=O)N(CC2CCCCC2)C1=O	-8	i	5	-5	-2	.	.	-11	7
N#CCn1cc(/C=N/NC(=O)c2cc3c(ccc4ccccc43)o2)c2ccccc21	-8	.	23	4	-6	-9	-9	-7	-5
COc1ccc(CCNS(=O)(=O)c2ccc3c(c2)n(C)c(=O)c(=O)n3C)cc1OC	11	i	8	-2	-1	-4	-7	1	4
CC(C)(C)C(=O)Nc1ccc(N2CCCC2)cc1	-18	i	24	-9	1	2	-18	-3	-4
Cc1c(NC(=O)CSc2nncn2-c2ccccc2)c(=O)n(-c2ccccc2)n1C	-5	i	7	-5	-10	2	-4	3	0
Cc1ccc(CCNC(=O)C2CCN(S(=O)(=O)c3ccc4nc5c(c(C(=O)O)c4c3)CCCC5)CC2)cc1	1	i	0	-6	-2	1	-10	-8	-2
CCCCCCCCN1C(=O)[C@H](CC(=O)NCC23CC4CC(CC(C4)C2)C3)C[C@@]2(C(=O)OC)CCCCC=C12	-3	i	-3	11	-1	.	.	0	-14
CCC(c1nnnn1C1CCCCC1)N1CCN(C2CCCC2)CC1 (centres undefined)	11	i	4	-8	4	3	1	-8	8
CCN1C(=O)C2(C(C#N)=C(N)Oc3c2c(C)nn3-c2ccccc2)c2ccccc21 (centres undefined)	1	i	-14	2	-8	2	8	-4	7
C[C@H]1CN([C@@H](C)CO)C(=O)CCCn2nncc2CO[C@@H]1CN(C)C(=O)c1ccncc1	-6	i	-3	-5	-2	-6	3	0	3
O=C1C2C3CC(C2C(=O)N1c1cccc(Cl)c1)[C@H](O)C3O (some centres undefined)	8	i	9	-5	-9	2	9	14	14
CC(C#N)Sc1ncnc2sc3c(c12)CCC3 (centres undefined)	0	i	7	9	-2	-3	4	1	-4
CCNC(=S)NNC(=O)c1cccnc1	2	i	2	-9	-3	4	13	-11	1
Cc1ccc(C2=[N+]([O-])C3(CCCCC3=O)N(O)C2(C)C)cc1 (centres undefined)	3	i	-13	-7	-1	0	-1	-6	-1
Cc1csc(SCC(=O)Nc2cc(C(C)(C)C)nn2-c2ccccc2)n1	7	i	2	2	-6	4	-8	-1	-1
O=C(O)c1cccc(COc2ccc3c(c2)CCC3)c1	1	i	-10	-5	-1	1	-12	0	0
COC(=O)CCCCCc1ccc(C(C)=O)s1	6	i	-4	1	-2	-2	-2	2	-5
CC(C)NC(=O)C1CCN(C2CCN(C(=O)c3scc4c3CCCC4)CC2)CC1	-17	i	0	-7	-4	2	-15	10	2

A draw from above in order of count of non-hydrogen atoms, largest number first.
compound	NRP1-CendR mod	Neddyl block	SKN-1 inh	FAS-TE inh	MsrA act	Rin1-Abl PPI inh	PABP1 MLLE inh	eLon inh	MT1-MMP act inh
O=C1NC[C@H](CCCCN2C[C@H](Cc3ccc(O)cc3)N(CC3CCCCC3)C(=O)C2=O)N(CC2CCCCC2)C1=O	-8	i	5	-5	-2	.	.	-11	7
CCCCCCCCN1C(=O)[C@H](CC(=O)NCC23CC4CC(CC(C4)C2)C3)C[C@@]2(C(=O)OC)CCCCC=C12	-3	i	-3	11	-1	.	.	0	-14
N#CCn1cc(/C=N/NC(=O)c2cc3c(ccc4ccccc43)o2)c2ccccc21	-8	.	23	4	-6	-9	-9	-7	-5
CCCCOCP(=O)(CC)COCCCC	-6	i	5	-10	-5	0	6	-11	1

The listing continues.
compound	NRP1-CendR mod	Neddyl block	SKN-1 inh	FAS-TE inh	MsrA act	Rin1-Abl PPI inh	PABP1 MLLE inh	eLon inh	MT1-MMP act inh
COC(=O)c1ccccc1NC(NC(=O)c1ccco1)C(=O)c1ccc(C)cc1 (centres undefined)	10	i	10	11	1	0	-2	8	-2
C[C@H]1C[C@H]2[C@@H]3CCC4=CC(=O)C=C[C@]4(C)[C@@]3(Cl)[C@@H](O)C[C@]2(C)[C@@]1(O)C(=O)CO	5	i	15	-5	-2	1	-13	-3	-1
Cc1ccc(Cl)cc1NC(=O)COC(=O)CCN1C(=O)C2CC=CCC2C1=O (centres undefined)	5	i	4	2	-2	0	-3	2	-2
CN1CCN(C(=O)c2ccccc2NS(=O)(=O)c2ccc(F)cc2)CC1	-2	i	2	-10	-6	3	-2	-12	1
C/C(=N/O)c1cc(C(C)(C)C)c(O)c(C(C)(C)C)c1	-3	i	6	-10	-7	2	5	3	8
Cc1ccc(NC(=O)Cn2nnc(-c3ccc4c(c3)OCO4)n2)cc1F	-3	i	7	-5	-2	2	9	-6	-2
CN(CC(=O)Nc1ccccn1)S(=O)(=O)c1ccc(Cl)cc1	-4	i	14	-8	-11	36*	-4	4	-4
C=CCC(NCc1ccccc1)c1ccco1 (centres undefined)	4	i	-12	-8	-5	-1	-11	-7	-5
CCS(=O)(=O)n1nc(-c2ccc(C)cc2)nc1N	-8	i	-23	-13	-11	1	-2	0	3
CC1SC(c2ccccc2)N(CC(O)c2ccc([N+](=O)[O-])cc2)C1=O (centres undefined)	10	i	4	4	-3	-1	9	0	4
CC(=O)c1c(C)[nH]c(C(=O)Nc2cc(F)ccc2C)c1C	6	i	15	-4	-3	2	2	-9	0
Cc1cccc(NC(=O)N2C3CCCC2CC(NC(=O)C2CC2)C3)c1 (centres undefined)	7	i	-7	-1	-5	6	2	-4	0
CC(=O)OC1CC2(C)C(C(C)=O)CCC2C2CCC3=CC(=O)CCC3(C)C12 (centres undefined)	5	i	-2	0	-1	3	-4	-8	0
O=S(=O)(Nc1cccc(-c2nnco2)c1)c1ccc(F)cc1F	-12	i	7	-2	-6	2	-1	-4	0
O=C(NC1=NCCS1)c1cc(Cl)ccc1Cl	1	i	20	-6	-2	4	-4	-2	-3
C[C@H](CO)N1C[C@H](C)[C@@H](CN(C)C(=O)Nc2ccccc2)Oc2c(NC(=O)Nc3ccc4c(c3)OCO4)cccc2C1=O	8	i	7	50	0	2	-2	-16	4
COc1ccc(NC(=O)CCC(=O)c2ccc(Cl)cc2)cn1	-14	i	-29	1	0	5	12	-2	-6
CCOc1cc2[nH]c(=S)n(CCC(=O)N3CCc4ccccc4C3)c(=O)c2cc1OCC	2	i	4	-4	-1	1	-67	0	-2
COc1ccc2[nH]c3c(c2c1)CCN1C(=O)C(CC(=O)NCCCn2ccnc2)C[C@H](C(=O)N2CCOCC2)[C@@]31C (some centres undefined)	-3	i	-6	-6	-8	2	-5	-9	1
C[C@H](O)[C@@H]1C(=O)N2CCc3ccc(N4CCN(C)CC4)cc3[C@@H]2C[C@@H]1N(C)C(=O)Nc1cc(Cl)cc(Cl)c1	-7	i	0	-5	0	-4	-3	-5	-3
C[C@H](CO)N1C[C@H](C)[C@@H](CN(C)Cc2ccc(Oc3ccccc3)cc2)OCc2cnnn2CCCC1=O	4	i	0	-9	-2	-1	-1	8	1
O=C(COC(=O)c1cc[n+]([O-])cc1)Nc1ccc(Cl)c(C(F)(F)F)c1	-8	i	-4	4	-8	-3	-15	-17	-3
CCCCNc1nc2c(S(=O)(=O)c3ccccc3)nnn2c2ccccc12	2	i	-2	-2	-1	-4	-13	-4	0
O=C(COC(=O)c1ccccc1NCCO)NNC(=O)c1cccs1	2	.	-18	-3	-8	6	9	4	0
COCCN(C(=O)COC(=O)c1cc2ccccc2cc1O)c1c(N)n(Cc2ccccc2)c(=O)[nH]c1=O	8	i	0	-2	0	-3	1	13	0
O=C(COc1nncc2ccccc12)NCCC1=CCCCC1	0	i	-1	-8	2	0	-5	-5	7
Nc1nc2ccccc2n1CCOc1ccc(Cl)cc1	1	i	-7	-13	-5	-1	6	3	2
Cc1ccc2c(c1)CCCN2C(=O)C1CCCO1 (centres undefined)	-10	i	8	-7	-2	-1	3	3	-3
CC(C)(C)NC(=O)C(OC(=O)c1cccs1)c1ccc(F)cc1 (centres undefined)	4	i	8	-1	-2	-2	-3	4	-4
CSc1nnc(-c2ccccc2Cl)o1	16	i	8	-3	6	1	-12	-11	-1
Cc1ccc(-n2nc(-c3cccnc3)cc2C(=O)N2CCOCC2)c(C)c1	-13	i	-1	-6	-4	0	-8	-2	-4
CCOC(=O)CSc1nc(C2CC2)nc2ccccc12	10	i	8	-6	-8	2	36*	5	4
Cc1ccc(Nc2nc(C)cs2)cc1	6	i	11	-4	-3	3	-57	-7	1
